Bioassay records as filed in PubChem.
SIRT5 inh = inhibitors of human sirtuin-5 desuccinylase; AID 652115; Purified SirT5, succinyl-peptide AMC, trypsin-coupled fluorescence; Q9NXA8; inhibition, % at 15 µM; actives 1.1% (n = 330,000); in the data active = inhibition above about 15%
Target sequence (Q9NXA8 whole entry, looked up): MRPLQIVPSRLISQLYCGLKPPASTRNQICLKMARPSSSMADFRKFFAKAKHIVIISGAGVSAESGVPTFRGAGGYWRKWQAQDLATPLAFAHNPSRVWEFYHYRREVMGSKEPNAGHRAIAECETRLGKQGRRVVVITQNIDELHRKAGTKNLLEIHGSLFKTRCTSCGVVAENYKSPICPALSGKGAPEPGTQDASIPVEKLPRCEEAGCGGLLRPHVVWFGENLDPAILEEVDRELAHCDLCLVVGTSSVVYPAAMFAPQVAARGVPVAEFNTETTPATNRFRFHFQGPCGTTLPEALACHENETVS
Cneo AK release = causes C. neoformans cell lysis | adenylate kinase release luminescence, 4 h; normalised: neutral wells 0, clomiphene wells 100 | lysis activity, % at 15 µM | actives 0.2% (n = 360,000) | AID 651654;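 active = mean lysis activity across replicates of at least 80%, whatever share of replicates individually reach that level; inactive = mean lysis activity below 80%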
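Test system: log-phase Cryptococcus neoformans yeast cells. Input: 5 × 10^6 yeast cells/mL. Medium: fresh YPD growth medium. Doses: single dose. Incubation: static 4 h at 37 °C with compound, 1 h detection. Measured by: luminescent adenylate kinase detection reagent. Read-out: signal increase indicating cell lysis. Benchmarks: Clomiphene.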
ERp5 inh = inhibitors of human ERp5; Q15084; ERp5 insulin aggregation, absorbance 650 nm, 90 min; inhibition, % at 9.99 µM; actives 0.05% (n = 350,000);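 active = mean replicate inhibition above about 25%, with every replicate also reaching it, limit read from the data, passing the limit was not always enough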
Target sequence (Q15084 whole entry, looked up): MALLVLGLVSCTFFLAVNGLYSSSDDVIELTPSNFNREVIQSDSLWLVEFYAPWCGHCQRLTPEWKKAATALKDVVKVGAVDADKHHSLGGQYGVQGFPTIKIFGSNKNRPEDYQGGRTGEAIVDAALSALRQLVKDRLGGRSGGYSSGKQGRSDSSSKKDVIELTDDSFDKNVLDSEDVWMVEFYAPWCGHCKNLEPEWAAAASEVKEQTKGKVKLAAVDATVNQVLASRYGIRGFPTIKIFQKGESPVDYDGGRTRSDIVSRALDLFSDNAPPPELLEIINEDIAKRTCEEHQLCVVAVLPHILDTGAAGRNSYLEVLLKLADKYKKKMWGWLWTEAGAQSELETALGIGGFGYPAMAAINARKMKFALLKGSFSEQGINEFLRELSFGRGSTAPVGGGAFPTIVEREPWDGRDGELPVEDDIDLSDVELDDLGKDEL
miR122 inh = miR-122 inhibition in Huh7 cells; Huh7 miR-122 Renilla luciferase sensor, 48 h; neutral wells = 0, positive control = 100; activation (reporter increase), % at 12.5 µM; actives 0.3% (n = 340,000); AID 602342;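 active = mean replicate activation score at least 90 and every replicate individually at or above 90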;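 note: higher luciferase means less miR-122 activity so hits act as miR-122 inhibitors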
ARNT-TACC3 inh = disruptors of human ARNT/TACC3 interaction; Q9Y6A5; AlphaScreen His-ARNT PAS-B/GST-TACC3 binding, luminescence; TACC3 fragment carries E629A point mutation; inhibition, % at 9.99 µM; actives 0.66% (n = 390,000); AID 623870;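 active = mean inhibition of replicates at least 50% and at least half of replicates each reaching 50%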;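 note: 0% = complete ARNT plus TACC3 wells and 100% = ARNT alone without TACC3; many hits fall short of the cut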
C2C12 statin = suppressors of simvastatin-induced myotoxicity in C2C12 myotubes; ATP luminescence, 48 h; scaled: DMSO 0, geranylgeraniol control 100; actives 0.78% (n = 330,000); AID 602340; rescue of ATP level, % at 7.49 µM;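 active = mean ATP rescue above about 67%, or every replicate alone reaching that limit, limit read from the data, passing the limit was not always enough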;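 note: myotubes were challenged with 10 µM simvastatin during compound exposure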
esBAF inh = SWI/SNF esBAF complex inhibition. actives 2% (n = 350,000). mouse ES cells, Bmi1-luciferase knock-in reporter, 24 h; 100% = twice the neutral-well signal. reporter increase, % at 12.5 µM. AID 602393; in the data active = activation above about 40%;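 note: 0% = median of the plate's neutral control wells and 100% = double that signal; a rise in the Bmi1 reporter signal indicates esBAF inhibition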
* marks the source's active call; other numbers are inactive results; [ ] = remark or other dose. Not a hit list; overall some 4% were active at least once.

For O=C(C[C@H]1C=C[C@@H](NC(=O)c2ccc(F)cc2)[C@H](CO)O1)NCCc1ccccc1 the results were SIRT5 inh 0, Cneo AK release 0, ERp5 inh -1, ARNT-TACC3 inh 4, C2C12 statin 10 and esBAF inh 1.
For CCNC(=O)N(C)c1c(CC)nc2ccc(C(=O)Nc3cccc(OCC(=O)N(C)C)c3)cn12 the results were SIRT5 inh -1, Cneo AK release -1, ERp5 inh -4, miR122 inh 1, C2C12 statin 1 and esBAF inh -4.
For COc1ccc([C@H]2C(C#N)=C([S-])N[C@](C)(O)[C@@H]2[n+]2ccccc2)cc1 the results were SIRT5 inh -2, Cneo AK release -1, ERp5 inh 6 and miR122 inh -4.
CCCCCOc1ccc(Cn2ccnc2)cc1[N+](=O)[O-] was read as SIRT5 inh -8, Cneo AK release 2, ERp5 inh -3, miR122 inh 2, ARNT-TACC3 inh 7, C2C12 statin -7 and esBAF inh 6.
CCOC(=O)Cn1ncc2c(=O)oc3ccccc3c21 was read as Cneo AK release 1, miR122 inh 4, ARNT-TACC3 inh -4, C2C12 statin 20 and esBAF inh -6.
`CC(=O)c1cc2c(cc1NC(=O)c1c(-c3ccccc3)noc1C)OCO2` gave Cneo AK release 4, miR122 inh -2, ARNT-TACC3 inh -9, C2C12 statin 85* and esBAF inh -5.
For O=C(Cc1cccnc1)N[C@@H]1CC[C@H](CCNS(=O)(=O)c2ccccc2Cl)O[C@@H]1CO the results were SIRT5 inh -4, Cneo AK release -6, ERp5 inh 4, ARNT-TACC3 inh 2, C2C12 statin 6 and esBAF inh -3.
CCN(CC)S(=O)(=O)c1cccc(C(=O)Nc2ccc(C#N)cc2)c1 was read as Cneo AK release 3, miR122 inh 11, ARNT-TACC3 inh 3, C2C12 statin -15 and esBAF inh -11.
`CN1c2ccc(Br)cc2[C@H]2[C@H](CCN2C(=O)Nc2cccc(F)c2)[C@H]1CO` gave Cneo AK release -13, miR122 inh 6[16.7 µM], ARNT-TACC3 inh 4, C2C12 statin 41 and esBAF inh 6.
`C/C=C/c1ccc2c(c1)O[C@H](CN(C)C(=O)c1cccnc1)[C@H](C)CN([C@@H](C)CO)S2(=O)=O` gave SIRT5 inh -3, Cneo AK release -4, ERp5 inh -1, miR122 inh 3[16.7 µM], ARNT-TACC3 inh -4, C2C12 statin -42 and esBAF inh 0.
Screening CC(Nc1cc(=O)n(C)c(=O)n1C)c1ccccc1 (configuration not stated) returned Cneo AK release -1, miR122 inh -13, ARNT-TACC3 inh 0, C2C12 statin 6 and esBAF inh -3.
`CCCCSc1c(C)c2cc3c(cc2[nH]c1=O)OCO3` gave SIRT5 inh 2, Cneo AK release 0, ERp5 inh -9, miR122 inh 5, C2C12 statin 18 and esBAF inh -6.
For Nc1c(Cl)cc(-c2csc(NC(CO)c3nc4ccccc4n3CCOCCO)n2)cc1Cl (configuration not stated) the results were SIRT5 inh -3, Cneo AK release 4, ERp5 inh -8, miR122 inh -8, ARNT-TACC3 inh 1, C2C12 statin 19 and esBAF inh -11.
Screening C[C@@H]1CN([C@@H](C)CO)C(=O)c2cc(NC(=O)Cc3cn(C)c4ccccc34)ccc2O[C@@H]1CN(C)Cc1ccccc1 returned SIRT5 inh 1, Cneo AK release -56, ERp5 inh -4, miR122 inh -3[16.7 µM], ARNT-TACC3 inh 9, C2C12 statin -4 and esBAF inh -2.
Screening CCCCCCC(=O)Nc1ccc(Cl)cn1 returned miR122 inh 1, ARNT-TACC3 inh -5, C2C12 statin 1 and esBAF inh 31.
Screening CC(Sc1nncs1)C(=O)Nc1ccc2c(c1)OCO2 (configuration not stated) returned SIRT5 inh -2, ERp5 inh -1, miR122 inh 3, ARNT-TACC3 inh -31, C2C12 statin 9 and esBAF inh -1.
`COC(=O)c1ccccc1NC(=O)CSc1nc(O)cc(=O)n1C1CCCC1` gave Cneo AK release 6, miR122 inh -1, ARNT-TACC3 inh -2, C2C12 statin -6 and esBAF inh -2.
`Cc1ccc(C2CC(=O)Nc3c2ccc2ccccc32)cc1[N+](=O)[O-]` (configuration not stated) gave Cneo AK release 0, miR122 inh -7 and ARNT-TACC3 inh -3.
Screening CC(Sc1nc2ncc(Cl)cc2[nH]1)C(=O)Nc1ccc(C(N)=O)cc1 (configuration not stated) returned SIRT5 inh -6, Cneo AK release -3, ERp5 inh -11, miR122 inh 5, ARNT-TACC3 inh -3, C2C12 statin 2 and esBAF inh -5.
`COCCn1c(=O)c2c(nc3n2CC(C)CN3Cc2ccccc2)n(C)c1=O` (configuration not stated) gave SIRT5 inh -3, Cneo AK release -2, ERp5 inh 0, miR122 inh -4, ARNT-TACC3 inh 3, C2C12 statin 13 and esBAF inh 3.

The closing 5 compounds of the section above lead into the next.
Screening CC(Sc1nncs1)C(=O)Nc1ccc2c(c1)OCO2 (configuration not stated) returned SIRT5 inh -2, ERp5 inh -1, miR122 inh 3, ARNT-TACC3 inh -31, C2C12 statin 9 and esBAF inh -1.
`COC(=O)c1ccccc1NC(=O)CSc1nc(O)cc(=O)n1C1CCCC1` gave Cneo AK release 6, miR122 inh -1, ARNT-TACC3 inh -2, C2C12 statin -6 and esBAF inh -2.
`Cc1ccc(C2CC(=O)Nc3c2ccc2ccccc32)cc1[N+](=O)[O-]` (configuration not stated) gave Cneo AK release 0, miR122 inh -7 and ARNT-TACC3 inh -3.
Screening CC(Sc1nc2ncc(Cl)cc2[nH]1)C(=O)Nc1ccc(C(N)=O)cc1 (configuration not stated) returned SIRT5 inh -6, Cneo AK release -3, ERp5 inh -11, miR122 inh 5, ARNT-TACC3 inh -3, C2C12 statin 2 and esBAF inh -5.
`COCCn1c(=O)c2c(nc3n2CC(C)CN3Cc2ccccc2)n(C)c1=O` (configuration not stated) gave SIRT5 inh -3, Cneo AK release -2, ERp5 inh 0, miR122 inh -4, ARNT-TACC3 inh 3, C2C12 statin 13 and esBAF inh 3.
O=C(NCc1ccc2c(c1)OCO2)C(=O)NCC1OCCCN1S(=O)(=O)c1ccc(F)cc1 (configuration not stated) was read as SIRT5 inh -1, Cneo AK release 1, ERp5 inh -2, miR122 inh -1, C2C12 statin 3 and esBAF inh -4.
For O=C(CC1C(=O)NCCN1Cc1ccccc1C(F)(F)F)NC1CCCCCC1 (configuration not stated) the results were SIRT5 inh -1, Cneo AK release 0, ERp5 inh 7, miR122 inh -1, ARNT-TACC3 inh -4, C2C12 statin 0 and esBAF inh 5.
O=C(c1ccccc1)N1C[C@@H]2[C@H](c3ccccc31)[C@H](CO)N2Cc1ccccn1 was read as SIRT5 inh -1, Cneo AK release 0, ERp5 inh 6, miR122 inh -3[16.7 µM], ARNT-TACC3 inh 14, C2C12 statin -3 and esBAF inh 5.
`O=S(=O)(Nc1cccc2c1ccc1cccn12)c1cccs1` gave Cneo AK release 0, miR122 inh -7, ARNT-TACC3 inh -2, C2C12 statin 4 and esBAF inh 4.
Screening CCc1noc(C)c1C(=O)Nc1nc(-c2cc(OC)ccc2OC)cs1 returned SIRT5 inh 1, Cneo AK release -2, ERp5 inh 3, ARNT-TACC3 inh 0, C2C12 statin -1 and esBAF inh 14.
`CCS(=O)(=O)N1CCC2(CC1)OCCN2S(=O)(=O)c1ccccc1` gave SIRT5 inh -1, Cneo AK release -1, ERp5 inh 0, miR122 inh -10, C2C12 statin 0 and esBAF inh -2.
Screening COc1ccccc1NC(=O)c1cc(C(=O)Nc2ccccc2OC)cc([N+](=O)[O-])c1 returned SIRT5 inh 1, Cneo AK release 0, ERp5 inh 3, ARNT-TACC3 inh -8, C2C12 statin -18 and esBAF inh -5.
For CCOc1ccc(NC(=O)C2CC(=O)N(c3cc(C)cc(C)c3)C2)cc1 (configuration not stated) the results were Cneo AK release 0, miR122 inh 0, ARNT-TACC3 inh -1, C2C12 statin 3 and esBAF inh -5.
`O=C(NCCCN1CCCC1)c1ccc2c(c1)N(Cc1ccccc1F)C(=O)c1ccccc1S2=O` (configuration not stated) gave SIRT5 inh -2, ERp5 inh 1 and ARNT-TACC3 inh -3.
`CO[C@@H]1CN(C)C(=O)c2cc(NS(=O)(=O)c3ccc(-c4ccccc4)cc3)ccc2OC[C@H](C)NC[C@H]1C` gave SIRT5 inh 1, Cneo AK release -3, ERp5 inh -2, miR122 inh 7[16.7 µM], ARNT-TACC3 inh 16, C2C12 statin -19 and esBAF inh -4.
`Cn1c(=O)[nH]c(=O)c2c1[nH]c(=S)n2Cc1ccccc1` gave SIRT5 inh -4, Cneo AK release -4, ERp5 inh 3, miR122 inh -1, ARNT-TACC3 inh -4, C2C12 statin 10 and esBAF inh -6.
For C=CCn1c(SCC(=O)Nc2cccc(S(N)(=O)=O)c2)nc2sc(C)c(C)c2c1=O the results were SIRT5 inh -2, Cneo AK release -1, ERp5 inh -6, ARNT-TACC3 inh -3, C2C12 statin 6 and esBAF inh -5.
For CCc1ccccc1S(=O)(=O)Cc1ccc(C(=O)NC2CCCC2)o1 the results were SIRT5 inh -1, Cneo AK release -1, ERp5 inh 6, miR122 inh -2, ARNT-TACC3 inh -4, C2C12 statin -4 and esBAF inh -2.
N#Cc1ccc(OCC(O)CN2CCN(c3ncc(C(F)(F)F)cc3Cl)CC2)cc1 (configuration not stated) was read as SIRT5 inh -1, Cneo AK release 1, ERp5 inh 1, miR122 inh -11, ARNT-TACC3 inh 5, C2C12 statin 5 and esBAF inh 2.
For O=C(COc1ccc(CO)cc1)Nc1ccc(F)cc1 the results were Cneo AK release -1, miR122 inh -2, ARNT-TACC3 inh 0, C2C12 statin 27 and esBAF inh 2.
`O=c1[nH]ncn2cccc12` gave Cneo AK release 3, miR122 inh -3, ARNT-TACC3 inh -3 and esBAF inh -1.
For CC(C)(C)[S@](=O)N1Cc2cc(C(=O)N3CCc4ccccc4C3)nc(-c3cccc(-c4cncnc4)c3)c2[C@@H]1CCO the results were SIRT5 inh 2, Cneo AK release 25, ERp5 inh 4, ARNT-TACC3 inh 10, C2C12 statin -5 and esBAF inh -6.
Screening CSc1nc(N(C)NC(=O)c2cccc(C)c2)c2ccccc2n1 returned Cneo AK release 0, miR122 inh 60, ARNT-TACC3 inh -4 and esBAF inh -15.
O=C(Nc1cccc(-c2nc3cccnc3s2)c1)c1ccc(Cl)nc1 was read as SIRT5 inh -2, Cneo AK release -3, ERp5 inh 5, miR122 inh -5, ARNT-TACC3 inh -5, C2C12 statin -17 and esBAF inh 8.
`CCc1csc(CNC(=O)C2CCC(=O)N(Cc3cccc(F)c3)C2)n1` (configuration not stated) gave SIRT5 inh 2, Cneo AK release -3, ERp5 inh 3, miR122 inh -5, ARNT-TACC3 inh -7, C2C12 statin 11 and esBAF inh -8.
`CN1CCC(CO)(Cc2ccccc2)CC1` gave SIRT5 inh -2, ERp5 inh 1, miR122 inh -5, ARNT-TACC3 inh 0, C2C12 statin 7 and esBAF inh 7.
Cc1ccc(N(C(=O)c2ccncc2)C2C=CS(=O)(=O)C2)cc1 (configuration not stated) was read as Cneo AK release 0, ERp5 inh 11, miR122 inh -2, ARNT-TACC3 inh -2, C2C12 statin -9 and esBAF inh 2.
CSc1ncc(Cl)c(C(=O)C(C#N)c2nc3c(C)cc(C)cc3c(=O)[nH]2)n1 (configuration not stated) was read as SIRT5 inh 7, Cneo AK release -5, ERp5 inh -1, miR122 inh 0, ARNT-TACC3 inh 0, C2C12 statin -27 and esBAF inh -1.
`O=C(COC(=O)c1ccc2c(c1)OCCO2)Nc1ccccc1C(F)(F)F` gave Cneo AK release -1, ERp5 inh 4, miR122 inh 0, C2C12 statin 6 and esBAF inh 5.
C[C@@H](C(=O)NC1CCN(Cc2ccccc2)CC1)N1C(=O)N2CCc3c([nH]c4ccccc34)[C@@]2(C)C1=O was read as Cneo AK release -1, ERp5 inh 1, miR122 inh -2, ARNT-TACC3 inh 24, C2C12 statin -1 and esBAF inh 16.
COc1ccc(N(C)S(=O)(=O)c2cccc(C(=O)OCC(=O)c3c(N)n(C)c(=O)n(C)c3=O)c2)cc1 was read as Cneo AK release -2, ERp5 inh -2, miR122 inh -10, ARNT-TACC3 inh 2, C2C12 statin -6 and esBAF inh -3.
Screening Cc1ccc(S(=O)(=O)N2CCOCC2)cc1NC(=O)COC(=O)c1cccnc1Cl returned SIRT5 inh 0, ERp5 inh 5 and ARNT-TACC3 inh 8.
